Screens deposited in PubChem BioAssay by several laboratories.
ADAM10 inh = inhibitors of human ADAM10; O14672; inhibition, % at 7 µM; 0.62% of 370,000 active; AID 720582; recombinant ADAM10, EDANS/DABCYL FRET peptide cleavage, 3 h;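 active means inhibition above a per-campaign cutoff equal to the mean of compounds falling between control-based bounds plus 3 SD, cut at about 20% in these data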;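 further: 0% = DMSO wells while the 100% control is not disclosed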
Target sequence (O14672 214-748 limits assumed): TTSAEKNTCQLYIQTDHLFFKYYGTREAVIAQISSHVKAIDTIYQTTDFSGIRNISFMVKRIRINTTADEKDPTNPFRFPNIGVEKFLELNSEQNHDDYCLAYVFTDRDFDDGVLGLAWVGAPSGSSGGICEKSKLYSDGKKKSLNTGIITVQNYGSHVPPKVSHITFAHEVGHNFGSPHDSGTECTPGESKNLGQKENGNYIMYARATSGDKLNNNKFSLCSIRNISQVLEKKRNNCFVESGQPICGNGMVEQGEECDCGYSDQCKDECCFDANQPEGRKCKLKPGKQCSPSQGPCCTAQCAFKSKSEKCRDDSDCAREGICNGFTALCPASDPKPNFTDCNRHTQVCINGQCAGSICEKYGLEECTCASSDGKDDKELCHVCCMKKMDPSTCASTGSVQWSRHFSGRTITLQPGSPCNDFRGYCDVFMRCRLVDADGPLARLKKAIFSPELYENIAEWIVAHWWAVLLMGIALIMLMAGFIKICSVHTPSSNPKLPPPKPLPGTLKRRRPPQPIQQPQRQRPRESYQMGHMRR
HGIII-sPLA2 inh = Blocks human group III sPLA2 activity; Q9NZ20; QFRET BODIPY PC-A2 liposome hydrolysis, fluorescence; inhibition, % at 12.2 µM; 0.56% of 370,000 active; AID 743126;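 active means inhibition above mean plus 3 SD of compounds lying within the high and low control bounds, cut at about 19% in these data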;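 further: 0% = median of test compound wells and 100% = no enzyme DMSO wells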
Target sequence (Q9NZ20 whole entry, looked up): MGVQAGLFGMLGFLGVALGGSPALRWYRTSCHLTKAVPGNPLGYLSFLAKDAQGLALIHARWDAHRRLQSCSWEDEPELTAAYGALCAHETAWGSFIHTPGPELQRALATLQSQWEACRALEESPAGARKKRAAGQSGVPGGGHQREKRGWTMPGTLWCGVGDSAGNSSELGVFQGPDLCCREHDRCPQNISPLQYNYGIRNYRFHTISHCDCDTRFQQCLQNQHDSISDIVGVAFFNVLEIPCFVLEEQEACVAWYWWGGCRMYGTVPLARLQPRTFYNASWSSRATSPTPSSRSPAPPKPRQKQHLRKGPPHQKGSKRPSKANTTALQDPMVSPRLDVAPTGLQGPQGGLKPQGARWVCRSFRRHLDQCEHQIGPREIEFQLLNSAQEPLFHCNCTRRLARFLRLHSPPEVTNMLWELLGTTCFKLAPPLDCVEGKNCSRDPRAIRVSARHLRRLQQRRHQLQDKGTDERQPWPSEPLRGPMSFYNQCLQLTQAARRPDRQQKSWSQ
DAX1 inh-1 = inhibitors of human orphan nuclear receptor DAX1 (NR0B1); HEK293 Gal4-DAX1 luciferase reporter, luminescence; inhibition, % at 6.75 µM; 0.99% of 340,000 active; AID 504766;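 active means inhibition above the mean over all tested compounds plus 3 SD, cut at about 4.2% in these data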;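 further: 0% = DAX1-transfected cells with DMSO and 100% = empty-vector control cells with DMSO; inhibition shows as a rise in luminescence from relieved DAX1 repression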
NPR2 activator = GC-B (human) receptor activation. P20594. HEK293-GC-B cells, CNP EC30, cGMP TR-FRET; 0% at EC30 CNP, 100% saturating CNP. activation, % at 10 µM. 0.11% of 370,000 active. AID 1920062;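 active means activation at 10 µM reaching about 35% in either raw or pattern-adjusted values, limit read from the data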
GC-A act = GC-A (human) enzyme activation. HEK293 GC-A cells, cGMP TR-FRET, EC30 ANP; 0% at EC30 ANP, 100% saturating ANP. AID 1671463. activation, % at 10 µM. 0.14% of 370,000 active; in the data active means activation above about 40%
SMARCA2 activ = increases SMARCA2 function in MMTV reporter cells; MG213 cells, MMTV-luciferase reporter, dexamethasone, overnight; activation, % at 9.1 µM; 1% of 370,000 active; AID 652017; in the data active means activation above about 7.8%;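 further: 0% = vehicle wells and 100% = reference activator wells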
hcDAF12 agonist = H. contortus DAF-12 activation, primary screen | HEK293 hcDAF-12 lit1-tk-luc reporter, luminescence; 0% DMSO, 100% Δ7-dafachronic acid | activation, % at 6.8 µM | 1.4% of 370,000 active | AID 652067;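 active means activation above the mean of all tested compounds plus 3 SD, cut at about 5.5% in these data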;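 further: 100% = response to 3 µM Δ7-dafachronic acid high control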
FXN GAA850 act = frataxin GAA850 promoter activation; 0.56% of 360,000 active; activation, % at 6 µM; HEK293 lucGAA850 FXN promoter luciferase reporter, 24 h; percent of 10 µM SAHA response;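 active means activation above the average of all compounds screened plus 3 SD, cutoff fixed separately per campaign, cut at about 7.5% in these data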;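 further: 0% = DMSO wells and 100% = 10 µM SAHA wells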
ssDAF-12 act = activates DAF-12 receptor from parasite S. stercoralis | HEK293 ssDAF-12/GRIP1 lit1-tk-luc reporter, luminescence; % of 3 µM dafachronic acid response | activation, % at 6.8 µM | 1% of 370,000 active | AID 652126;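 active means activation above the mean over all tested compounds plus 3 SD, cut at about 0.9% in these data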;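 further: 0% = DMSO-only wells and 100% = 3 µM delta7-dafachronic acid wells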
DAX1 inh-2 = DAX1 (NR0B1) inhibition, primary screen; HEK293T StAR-luciferase reporter, SF-1/DAX-1 repression relief; inhibition, % at 6.8 µM; 1.1% of 370,000 active; AID 652010;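 active means inhibition above the mean over all tested compounds plus 3 SD, cut at about 3.6% in these data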;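 further: 0% = DAX-1 cells with DMSO and 100% = cells lacking DAX-1 with DMSO; higher inhibition means more luminescence from relief of DAX-1 repression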
hgDAF-12 ag = hgDAF-12 agonism, primary luciferase screen; HEK293 GAL4-hgDAF12 UAS-luciferase reporter, agonist luminescence; normalized to butyrate control; activation, % at 6.8 µM; 1.8% of 370,000 active; AID 687014;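 active means activation above a cutoff set at the mean of all screened compounds plus 3 SD, cut at about 10% in these data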;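 further: 0% = DMSO wells and 100% = sodium butyrate wells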
* = called active by the depositor; i = inactive; x = no result given.

SMILES	ADAM10 inh	HGIII-sPLA2 inh	DAX1 inh-1	NPR2 activator	GC-A act	SMARCA2 activ	hcDAF12 agonist	FXN GAA850 act	ssDAF-12 act	DAX1 inh-2	hgDAF-12 ag
Cc1cc(C(=O)NCCc2ccc(Cl)cc2)c2ccccc2n1	-5	-2	0.0	2	4	-2	-2.3	2.6	-0.7	0.1	2.4
COC(=O)[C@]12CCCCC=C1N(Cc1ccc3c(c1)OCO3)C(=O)[C@H](CC(=O)NCCCN1CCCC1=O)C2	-9	2	x	5	1	-4	1.9	x	-1.4	1.9	1.8
CN1CCN(NC(=O)c2cc(-c3ccc(Cl)s3)nc3ccccc23)CC1	i	-14	-1.3	-3	-4	-2	-0.7	2.2	-0.4	-0.2	1.4
Cc1ccc(C(=O)CC(=O)c2ccc(C(C)(C)C)cc2)cc1	-10	8	0.5	-1	-5	1	0.3	3.8	-0.9	0.1	0.3
COc1ccc(S(=O)(=O)N2CCC(C(=O)N[C@@H](C)C(=O)NCc3ccc(F)cc3)CC2)cc1	2	-2	0.1	2	2	1	-1.2	-0.8	-0.6	-0.3	3.9
O=C(c1ccc2c(c1)OCCO2)N1CCN(c2ccc(C(F)(F)F)cn2)CC1	-11	1	0.2	-4	0	-2	-2.4	-1.9	-1.3	-0.4	-5.3
CCOc1ccccc1CNC(=O)c1ccc(NC(=O)C2=C(C)OCCS2)cc1	-2	-6	0.8	4	3	-1	-2.4	0.7	-1.8	-0.4	-2.4
CN(C(=O)/C=C/c1cnc2ccccc2c1)C1CCCCC1	4	-1	-0.7	0	0	9.9*	8.1*	4.2	0.9*	7.8*	17*
Cc1ccc(S(=O)(=O)NCCC(=O)NNC(=O)c2ccccc2Cl)cc1C	-1	-10	0.0	0	0	2	-0.1	0.1	-1.6	-0.2	1.3
Cc1ccc(S(=O)(=O)C2(C(=O)Nc3cccnc3)CC2)cc1	-14	7	0.2	4	8	-3	-2.4	1.0	-1.2	0.7	-0.3
C=CCCO[C@@H]1O[C@@H](C)[C@H](O)C[C@H]1O	4	5	1.4	4	4	0	-1.0	-0.6	-1.0	0.1	1.0
CCCOc1ccc(N2C(=O)CC(N3CCN(c4ccccc4F)CC3)C2=O)cc1 (stereo not given)	5	6	0.2	-2	3	0	1.2	1.1	-1.5	0.3	0.4
CSc1c(C#N)c(N)nc2sc(C(=O)c3ccccc3)c(N)c12	-2	-1	-2.4	-7	-7	2	0.1	4.0	-1.0	-0.1	2.6
N#Cc1c(NC(=O)CSc2ccccn2)oc(-c2ccccc2)c1-c1ccccc1	6	-9	-0.8	0	-6	-1	-0.9	1.4	-0.7	-1.0	-0.8
COc1cccc(-c2cc3c(=O)n(-c4ccccc4)c(=S)[nH]c3s2)c1	13	5	-1.1	-4	2	0	-1.4	2.5	0.0	0.2	0.9
Cn1c(=O)c2c(nc(Br)n2CC(=O)C23CC4CC(CC(C4)C2)C3)n(C)c1=O	2	0	0.9	3	1	-3	-1.4	3.7	-1.8	-0.3	1.2
COc1ccccc1CC(=O)O/N=C(\N)c1ccccn1	-1	-6	1.5	1	6	-1	1.1	0.6	0.0	0.5	5.3
CC(C)N(C(=O)CSc1nnc(CNc2ccc(F)cc2)o1)C(C)C	-8	4	-0.4	0	0	-3	0.1	-1.9	-1.1	-0.4	-2.1
CC(C)(C)c1ccc2c(c1)OC(C(=O)N/N=C\c1ccccn1)CO2 (stereo not given)	21*	4	0.7	3	1	-5	0.4	4.1	-1.3	-0.2	-0.9
O=C(O)c1cccc(Nc2ncnc3sccc23)c1	3	2	x	-2	3	-1	-0.7	3.8	-0.9	-0.8	0.8
CC(C)(C)n1nnnc1C(c1cc2ccccc2o1)N1CCN(C(=O)OCc2ccccc2)CC1 (stereo not given)	6	-12	x	-4	19	-1	-2.0	x	-1.5	0.1	-3.5
C/C(CCC1CC(C)OC1=O)=N\NC(N)=O (stereo not given)	-5	3	x	-1	1	-5	1.6	-2.3	-1.3	0.1	0.1
COc1ccc(CCNC(=O)CN(c2cc([N+](=O)[O-])ccc2OC)S(C)(=O)=O)cc1OC	-2	3	0.1	0	-3	-2	-0.1	2.3	-0.5	-0.2	1.4
C[C@@H]1CN(C(=O)OC(C)(C)C)CCN1c1ccc(Br)c(C#N)c1	-26	7	x	-7	2	-2	-1.2	x	-2.1	-2.5	2.5

Records listed so far that bear a hit mark in DAX1 inh-2:
mol,ADAM10 inh,HGIII-sPLA2 inh,DAX1 inh-1,NPR2 activator,GC-A act,SMARCA2 activ,hcDAF12 agonist,ssDAF-12 act,DAX1 inh-2
CN(C(=O)/C=C/c1cnc2ccccc2c1)C1CCCCC1,4,-1,-0.7,0,0,9.9*,8.1*,0.9*,7.8*

The list goes on:
SMILES	ADAM10 inh	HGIII-sPLA2 inh	DAX1 inh-1	NPR2 activator	GC-A act	SMARCA2 activ	hcDAF12 agonist	FXN GAA850 act	ssDAF-12 act	DAX1 inh-2	hgDAF-12 ag
Cc1ccc(-c2cc(C(=O)Nc3c(C)n(C)n(-c4ccccc4)c3=O)c3ccccc3n2)cc1	-11	15	2.1	2	-1	-3	-0.6	2.0	-0.5	-0.3	-3.2
O=c1ccncn1C1OC(CO)C(O)C1O (stereo not given)	-17	11	1.8	-1	2	-1	-1.4	1.1	-0.7	-0.1	-2.0
COc1ccc(C)cc1NS(=O)(=O)c1ccc(Cl)nc1	-1	-10	0.7	-3	-5	1	-0.7	0.0	0.1	-1.2	-0.7
N/C(=N\OC(=O)CCCc1ccccc1)c1ccc(Br)cc1	-3	7	-0.3	2	4	-1	-0.3	0.8	-0.2	-0.6	1.0
COc1ccc(C)cc1NC(=O)c1sc2ncnc(N3CCN(c4ccccn4)CC3)c2c1C	-4	4	-0.6	2	0	-2	-1.0	0.1	-1.1	0.2	-0.7
COc1ccc(/C(C)=N/N2CCCCC2)c(O)c1	4	2	0.8	8	2	0	1.2	2.7	-0.8	-0.2	-0.7
O=C(Cc1noc2ccccc12)NNC(=S)Nc1ccc(Cl)cc1	14	29*	0.1	1	0	-3	2.3	1.1	-1.5	2.6	0.9
COCC(=O)Nc1ccc(N(C)C)cc1	1	0	-1.2	-1	0	0	0.2	1.6	-1.5	-0.2	1.7
COc1ccc([C@H]2C[C@@H](n3cc(COC(=O)c4ccccc4)nn3)[C@H](O)CN2C(=O)c2cccs2)cc1	-2	-8	0.7	-9	-2	-2	-0.8	0.9	-0.7	-1.0	-4.1
Cc1cccc(N(CC(=O)NCCSCc2ccco2)S(=O)(=O)c2ccccc2)c1	10	-10	-1.6	3	1	-1	-1.6	-2.2	-0.8	-0.7	0.9
COc1ccccc1C(=O)N1CCc2ccccc21	-2	-2	1.1	2	-2	1	0.4	-2.0	-0.8	-0.7	0.9
O=C(CSc1cccc[n+]1[O-])c1cc(Cl)ccc1Cl	1	-14	3.1	-2	7	7	-0.4	1.0	-1.1	0.1	-2.8
O=S1(=O)c2ccc(Br)cc2OC[C@@H](Cc2ccccc2)N1Cc1cn(CCC2OCCO2)nn1	-2	-5	x	-6	3	-4	-3.4	x	-1.5	-1.3	-2.8
O=[N+]([O-])c1c(C(Cl)Cl)nn(-c2ccc(Cl)cc2)c1N1CCCCC1	-5	12	-0.4	1	-1	-1	-0.5	1.0	-1.0	0.1	0.6
O=C(Nc1cccc(Br)c1)c1ccc(Cl)c(S(=O)(=O)N2CCOCC2)c1	11	-5	-3.0	10	3	-3	-5.1	-3.1	-2.8	-3.0	-5.9
Cc1cc(C)c(OCCN(C)C)c(Cl)c1	-1	-2	-0.3	1	4	-1	-0.2	-1.7	0.1	0.4	-3.6
O=C(Nc1ccc(N2CCCC2)c(Cl)c1)c1cccs1	7	9	0.0	-1	-2	7	4.8	4.7	0.3	4.0*	20*
O=C(Nc1ccc(Cl)cc1F)c1ccccc1Br	-2	-3	1.4	-4	-1	7	5.2	6.2	-1.3	4.4*	15*
c1csc(-c2nnc(SCc3cccc4ccccc34)o2)c1	13	-11	x	-2	-2	3	-2.6	x	-1.8	1.3	0.6
Cc1ccc2cn[nH]c2c1NC(=S)NC(=O)c1ccccc1	2	-3	0.8	-4	-2	-1	-1.1	0.2	-1.6	-1.2	-1.3
COc1ccccc1/C=C/C(=O)NCCc1ccccn1	-43	5	1.0	1	3	4	0.4	2.5	-0.7	2.0	9.2
COc1cccc(CNC(=O)c2nnn(CC(=O)Nc3c(C)cccc3C)c2N)c1	-4	-13	0.2	2	3	-1	-0.4	-0.1	-1.1	0.0	1.2
NS(=O)(=O)OCCCCCc1ccccc1	1	1	3.0	7	1	1	-0.4	0.9	-0.8	0.2	3.1
COc1ccccc1N(CC(=O)Nc1ccccc1C(=O)N1CCOCC1)S(C)(=O)=O	2	5	0.2	1	3	1	-1.2	1.6	-1.0	-0.2	-2.1
Cc1occc1-c1nnc(SCC(=O)N2c3ccccc3CCc3ccccc32)n1C	-8	-1	-1.4	-7	-11	0	-1.1	-4.0	-1.2	-0.4	0.5
CC(NS(C)(=O)=O)C(c1cccs1)N1CCN(c2ccc(F)cc2)CC1 (stereo not given)	3	-7	0.8	-4	-1	-1	0.0	3.6	-1.5	-0.1	0.7
COc1ccc(S(=O)(=O)N(C)C)cc1NC(=O)COC(=O)c1nn(C)c(=O)c2ccccc12	3	0	1.9	2	3	0	1.0	0.7	-1.2	-0.4	0.6
O=C(c1n[nH]c2c1CCC2)N1CCCC(Nc2cccc(F)c2)C1 (stereo not given)	1	-3	0.2	5	-1	2	0.5	-0.3	-1.1	-0.9	1.2
O=C1/C(=C/c2cccnc2)SC(=S)N1N1CCOCC1	3	-3	0.8	0	2	-4	-0.2	-0.9	-0.8	0.1	-2.0
CC1CN(c2snnc2C=C2C(=O)OC(C)(C)OC2=O)CC(C)O1 (stereo not given)	3	-3	-0.1	x	x	1	-1.0	1.8	-1.0	-0.8	6.8
Cc1nnc(NS(=O)(=O)c2ccc(F)cc2)s1	-4	-5	-0.3	2	3	-3	1.3	2.4	-1.3	0.2	-2.5
CCOC(=O)C1=C(C)Nc2ccccc2N/C1=N\S(=O)(=O)c1cc(C(=O)O)ccc1Cl	-5	-3	0.7	1	-2	2	1.6	0.2	-0.5	-0.8	0.1
O=C(C1CCCN1C(=O)c1cccs1)N1CCN(S(=O)(=O)c2ccc(F)cc2)CC1 (stereo not given)	-21	12	-0.2	-4	3	-4	2.7	1.5	-1.7	-0.1	0.5
Cn1c(=O)c2c(nc3n2CC(CO)O3)n(C)c1=O (stereo not given)	12	3	0.1	4	0	4	0.7	-0.2	-1.4	0.1	0.7
O=C1N/C(=N/N=C/c2ccccc2O)SC1Cc1ccc(F)cc1 (stereo not given)	-15	-5	-1.5	-8	1	-4	-0.1	1.3	-0.7	0.3	-0.1
COc1cccc(C2=CC(=O)CC(C)(C)C2)c1	-43	4	0.1	5	1	-1	-0.8	-2.1	-1.4	-0.6	9.3
CCCN=C1N(CC)C[C@@H]2[C@@H]3C(=O)N(C)C(=O)[C@@H]3[C@](Cc3ccccc3)(C(=O)OC)N12	3	-1	0.4	-4	2	-3	-0.3	0.3	-1.1	-0.4	3.0

Hits appear at their usual frequency; 6.6% or so of the library scored in one or more.
